Compound activity as filed in PubChem.
TWEAK-Fn14 inh = inhibitors of TWEAK-Fn14 interaction signaling. TWEAK-stimulated Fn14 reporter cells, luciferase luminescence, 8 h. inhibition, % at 10 µM. 360,000 tested, 2% active; in the data active = inhibition above about 50%
NCOA1 inh = inhibitors of human steroid receptor coactivator 1 (SRC1); Q15788; HEK293 GAL4-SRC1 luciferase reporter, luminescence; inhibition, % at 3.6 µM; 360,000 tested, 0.12% active;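 active = inhibition above the campaign mean plus 3 SD, with each screening campaign given its own cutoff, cut at about 60% in these data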;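 note: 0% = DMSO treated cells and 100% = gossypol at 36 µM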
TROY NFkB inh = inhibitors of TROY-dependent NF-kB signaling | 360,000 tested, 0.98% active | Q293 LMP1-TROYcd NF-kB luciferase reporter, 4 h | inhibition, % at 10 µM;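 active = compounds whose plate-normalised and pattern-corrected inhibition of the luciferase reporter signal at the single screening dose is 50% or more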
TLR9-MyD88 inh = blocks human TLR9 binding to MyD88; inhibition, % at 4.98 µM; Q9NR96+Q99836; CHO BLA complementation TLR9-MyD88, CCF4 FRET ratio; 340,000 tested, 0.21% active;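 active = inhibition above the mean over all tested compounds plus 3 SD, cut at about 21% in these data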;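 note: 0% = DMSO only wells and 100% = clavulanate BLA inhibitor control wells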
ABHD5 PLIN5 PPI = blocks binding of human ABHD5 to perilipin-5 | Q00G26+Q8WTS1 | Split G. princeps luciferase complementation, luminescence, 4 h | inhibition, % at 4 µM | 360,000 tested, 0.78% active | AID 602281;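 active = inhibition above the mean inhibition across every tested compound plus 3 SD, cut at about 22% in these data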;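 note: 0% = DMSO only wells and the 100% control is not disclosed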
Target sequence (Q00G26 whole entry, looked up): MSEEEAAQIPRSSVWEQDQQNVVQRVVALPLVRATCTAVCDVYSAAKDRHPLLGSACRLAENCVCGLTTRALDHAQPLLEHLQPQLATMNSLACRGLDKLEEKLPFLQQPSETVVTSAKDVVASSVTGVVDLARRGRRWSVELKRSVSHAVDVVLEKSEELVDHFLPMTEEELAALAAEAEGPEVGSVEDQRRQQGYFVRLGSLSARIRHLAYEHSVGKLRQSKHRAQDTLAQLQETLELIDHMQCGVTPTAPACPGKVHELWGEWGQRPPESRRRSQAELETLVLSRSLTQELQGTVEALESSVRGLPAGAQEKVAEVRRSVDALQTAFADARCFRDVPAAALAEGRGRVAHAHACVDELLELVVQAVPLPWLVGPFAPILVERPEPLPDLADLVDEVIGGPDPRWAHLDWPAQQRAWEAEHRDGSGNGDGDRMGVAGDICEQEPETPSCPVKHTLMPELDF
Target sequence (Q8WTS1 whole entry, looked up): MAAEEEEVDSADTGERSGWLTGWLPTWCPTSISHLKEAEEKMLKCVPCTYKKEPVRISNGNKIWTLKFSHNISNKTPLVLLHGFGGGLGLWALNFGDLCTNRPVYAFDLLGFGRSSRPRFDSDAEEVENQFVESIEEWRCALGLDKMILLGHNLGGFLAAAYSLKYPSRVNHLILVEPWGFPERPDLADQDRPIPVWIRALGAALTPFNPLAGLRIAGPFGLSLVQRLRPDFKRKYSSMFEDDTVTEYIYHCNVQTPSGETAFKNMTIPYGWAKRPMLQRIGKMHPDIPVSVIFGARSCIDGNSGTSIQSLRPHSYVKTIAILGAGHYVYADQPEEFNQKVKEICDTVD
NR5A2 inv ag = inverse agonists of human LRH-1 (NR5A2). O00482. HEK293T StAR-luciferase reporter, LRH-1 transfected, 24 h. inhibition, % at 3.6 µM. 360,000 tested, 0.13% active. AID 602396;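 active = inhibition above the mean inhibition of all tested compounds plus 3 SD, cut at about 73% in these data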;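 note: 0% = DMSO wells and 100% = reporter-only cells lacking LRH-1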
Exocytosis inh = lytic granule exocytosis inhibition; TALL-104 LAMP-1 surface exposure, flow cytometry; cells stimulated with thapsigargin and PMA; inhibition, % at 10 µM; AID 651702; 360,000 tested, 0.66% active;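 active = inhibition above about 55%, limit read from the data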
NOD2-RIPK2 inh = blocks binding of human NOD2 to RIPK2; 360,000 tested, 0.38% active; O43353; CHO BLA complementation NOD2-RIPK2, CCF4 ratio; inhibition, % at 4.98 µM; in the data active = inhibition above about 21%;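 note: 0% = vehicle only and 100% = reference blocker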
NCOA2 inhibitor = human SRC2 (NCOA2) inhibition; Q15596; HEK293 GAL4-SRC2 luciferase reporter, luminescence; inhibition, % at 9 µM; 370,000 tested, 0.17% active; AID 651957;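 active = inhibition above the mean inhibition of all tested compounds plus 3 SD, set per campaign, cut at about 52% in these data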;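 note: 0% = DMSO treated cells and 100% = cells given Gossypol at 36 µM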
NR2F2 inh = NR2F2 (human) inhibition, primary screen. P24468. HEK293T NGFI-A luciferase reporter, luminescence. inhibition, % at 8.6 µM. 370,000 tested, 0.7% active. AID 686940;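 active = inhibition above a per-plate cutoff, mean inhibition of test wells between control levels plus 3 SD, cut at about 38% in these data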;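 note: cells cotransfected with COUP-TFII expression vector driving the NGFI-A reporter; 0% = median of COUP-TF2 test wells and 100% = reporter-only cells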
NCOA3 inh = human NCOA3 inhibition; Q9Y6Q9; HEK293 GAL4-SRC3 luciferase reporter, luminescence; inhibition, % at 3.6 µM; 360,000 tested, 0.17% active; AID 588352;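 active = inhibition above a per-campaign cutoff, the mean of all compounds plus 3 SD, cut at about 60% in these data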;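 note: 0% = DMSO-treated cells and 100% = gossypol-treated cells at 36 µM; higher means less SRC3-driven luciferase light from the GAL4 reporter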
Active calls of the source: *; . = not tested or not shown.

SMILES | TWEAK-Fn14 inh | NCOA1 inh | TROY NFkB inh | TLR9-MyD88 inh | ABHD5 PLIN5 PPI | NR5A2 inv ag | Exocytosis inh | NOD2-RIPK2 inh | NCOA2 inhibitor | NR2F2 inh | NCOA3 inh
O=C(N=C1SC2CS(=O)(=O)CC2N1c1ccc(OC(F)(F)F)cc1)C1CC1 (stereo unspecified) | -13 | -5 | -1 | -2 | 6 | 7 | -3 | 1 | 10 | -3 | 2
O=C(CCSc1ccccc1)NCCSc1ccccn1 | -64 | 3 | -30 | 8 | 4 | -16 | -1 | 3 | -15 | 6 | 25
COc1ccccc1OCC(=O)Nc1ccc(S(=O)(=O)N2CCCC2)cc1 | 3 | 15 | -3 | -2 | -9 | -27 | 2 | 2 | 7 | 7 | -4
O=C(O)c1cccc(S(=O)(=O)NCC2COc3ccccc3O2)c1 (stereo unspecified) | 7 | 3 | 2 | 3 | 1 | 1 | -6 | 7 | -10 | -7 | -12
CCN(CC)S(=O)(=O)c1ccc(OC(C)C)c(N)c1 | 11 | -38 | -14 | -8 | -6 | 3 | -1 | 4 | 17 | -12 | 10
OCCN1CCN(CC(O)COc2ccc(-c3ccccc3)cc2)CC1 (stereo unspecified) | -14 | -23 | -37 | 1 | 10 | -7 | 2 | -6 | -18 | -8 | 2
O=C1C(Cl)=C(NCC2CCCO2)C(=O)N1Cc1ccccc1 (stereo unspecified) | 6 | -14 | 6 | 5 | -5 | -1 | 2 | 9 | 8 | -11 | -4
Cc1cccc(NC(=O)c2cc(NC(=O)C3CC=CCC3C(=O)O)ccc2N2CCOCC2)c1 (stereo unspecified) | 12 | -8 | 21 | 0 | 8 | 16 | 2 | -10 | 8 | -6 | 6
Cc1cccc(-c2noc(CCC(=O)Nc3ccc(C(N)=O)cc3)n2)c1 | -16 | -39 | -47 | . | 5 | -4 | -7 | 3 | -61 | -42 | -21
Cc1ccc(NC(=O)CSc2n[nH]c(=O)n2C2CC2)cc1S(=O)(=O)N1CCOCC1 | -5 | -7 | 13 | 5 | 1 | 15 | -4 | -8 | -3 | 1 | 23
O=C1C2CCCN2C(c2ccccc2)N1c1ccc(F)cc1 (stereo unspecified) | 7 | -3 | 1 | -17 | 0 | -6 | 1 | -4 | 11 | 8 | 5
Nc1nc(-c2ccc3c(c2)CCC(=O)N3)cs1 | 0 | -34 | 26 | -5 | -7 | -4 | 0 | 3 | -31 | -43 | -38
NS(=O)(=O)c1ccc(NN=C2CCN(Cc3ccccc3)CC2)c([N+](=O)[O-])c1 | 0 | -15 | -7 | 16 | -2 | 4 | -1 | 4 | -20 | -27 | -3
c1ccc(Nc2ccnc(Nc3ccccc3)n2)cc1 | 55* | -76 | 20 | 3 | -2 | -134 | 24 | -8 | 2 | -8 | -51
CCN(CC)c1ccc2cc(-c3nc4ccccc4[nH]3)c(=O)oc2c1 | 88* | -35 | 73* | 37* | -22 | -42 | 14 | 45* | . | . | -31
O=C(c1ccco1)N1CCN(S(=O)(=O)c2ccc3c(c2)OCCO3)CC1 | -1 | 16 | -15 | -4 | -8 | -5 | 2 | 2 | 27 | 15 | 15
O=[N+]([O-])c1cc(-c2cccnc2)n[nH]1 | 1 | -4 | 8 | 2 | 3 | -4 | 8 | -7 | -10 | -14 | -12
O=C(Nc1nnc(C2CC2)s1)C1COc2ccccc2O1 (stereo unspecified) | 49 | -75 | 1 | 11 | 11 | -130 | -3 | 7 | -71 | -41 | -52
OCCN(Cc1ccccc1)CC(O)COc1ccc2c(c1)OCO2 (stereo unspecified) | 4 | 3 | 0 | -4 | -3 | 4 | 10 | -3 | -7 | -14 | 5
CC(C)(C)Cc1nnc(NC(=O)CN2C(=O)c3ccccc3C2=O)s1 | -3 | -9 | 14 | -2 | 1 | 6 | -2 | -9 | -2 | -32 | 8
O=C(COC(=O)c1n[nH]c2ccccc12)c1cc(F)ccc1F | -10 | 2 | -36 | -3 | -6 | -5 | -1 | 2 | 6 | -19 | 10
CN(C)CCCN(C(=O)c1ccc2ccccc2c1)c1nc2cc3c(cc2s1)OCO3 | -10 | -6 | -1 | -10 | 13 | 8 | 30 | 6 | 9 | 14 | 19
CCOC(=O)c1nc(-c2ccccc2)oc1N1CCOCC1 | -11 | 3 | 1 | 10 | 3 | 10 | -4 | -8 | 1 | 18 | 18
O=c1oc2ccccc2c2c1ncn2-c1ccccc1 | -75 | 4 | 2 | -1 | 1 | 25 | -6 | -5 | -5 | -22 | 4
O=P1(c2ccccc2)C=Cn2c1cc1c2CCCC1 (stereo unspecified) | 8 | -4 | 11 | 1 | 2 | -8 | 0 | -8 | 9 | -3 | -58
O=C(NCCC1=CCCCC1)c1ccc(F)c(S(=O)(=O)N2CCOCC2)c1 | -3 | 8 | -23 | -7 | 6 | 2 | 3 | -1 | -35 | 3 | -8
COc1cc(CNc2ncnc3c2ncn3[C@H]2CN(Cc3ccc(-c4ccccc4)cc3)C[C@@H](CO)O2)cc(OC)c1OC | 69* | 12 | 45 | . | 10 | 33 | 28 | -3 | 10 | 59* | 13
CC12CC3(C)CC(C)(C1)CC(C(=O)NCc1cccnc1)(C2)C3 | -4 | 15 | 11 | -7 | -3 | 5 | -8 | -1 | 14 | 12 | -7
Cc1ccc2c(c1)COc1c3ccc(C(=O)NCC4CC4)cc3nn1-2 | -9 | -67 | -50 | 0 | -5 | -101 | -2 | 3 | -41 | -20 | -85
O=C(Nc1nonc1-c1ccc(F)cc1)c1ccco1 | 2 | -54 | -30 | 8 | 1 | -2 | 0 | -4 | 4 | 9 | 19
Cc1ccc(S(=O)(=O)N[C@@H](C)CO)cc1 | . | . | . | . | 4 | 5 | 3 | -2 | 7 | 14 | .
CCOc1ccc(C(=O)N2CCC3(CC2)NCCc2[nH]cnc23)cc1OCC | 4 | -1 | 4 | 17 | 6 | -4 | 0 | 8 | 15 | -12 | 22
CCOc1cccc(OCCOCCn2cnc3ccccc3c2=O)c1 | -1 | 8 | -8 | 1 | 2 | 8 | -3 | 2 | 2 | 6 | -1
CN(C)S(=O)(=O)c1cccc(C(=O)N2CCN(C(=O)C3CCCO3)CC2)c1 (stereo unspecified) | 9 | -16 | 6 | 1 | -5 | -3 | -1 | -3 | -12 | -11 | -2
COc1ccc(C(C(=O)NCc2ccccc2)N(C(=O)c2snc(C(N)=O)c2N)c2ccccc2OC)cc1OC (stereo unspecified) | 1 | 13 | -7 | 6 | 2 | 2 | 7 | -2 | 4 | 5 | 22
COc1cccc(/C=N/NC(=O)Cn2cnc3c2c(=O)n(C)c(=O)n3C)c1OC | -2 | -1 | 2 | . | 2 | 9 | 2 | -10 | -8 | 4 | 1
CCOC(=O)Nc1ccc2c(c1)Nc1ccccc1S2 | 2 | 1 | -6 | -1 | 2 | -11 | 6 | -1 | 31 | 21 | -11
Cc1c(-c2ccccc2)oc2c(C(=O)N3CCN(c4ccccc4F)CC3)cccc2c1=O | 54* | 0 | 18 | -5 | 4 | -16 | -1 | 4 | -7 | 6 | 11
CCN(CCc1ccccc1)c1ccc2c(c1)C1CC2CCN1C(=O)OCc1ccccc1 (stereo unspecified) | 2 | -4 | -9 | 0 | -2 | -3 | -8 | -10 | -14 | -6 | -38
Cc1nn(-c2cc(C)c3ccccc3n2)c2c1CCC2 | -24 | -13 | -98 | 1 | 2 | -12 | -2 | -13 | -14 | -1 | -15

Structural class, the entries above with an aryl thioether with sulfur outside any ring (2)
SMILES | TWEAK-Fn14 inh | NCOA1 inh | TROY NFkB inh | TLR9-MyD88 inh | ABHD5 PLIN5 PPI | NR5A2 inv ag | Exocytosis inh | NOD2-RIPK2 inh | NCOA2 inhibitor | NR2F2 inh | NCOA3 inh
O=C(CCSc1ccccc1)NCCSc1ccccn1 | -64 | 3 | -30 | 8 | 4 | -16 | -1 | 3 | -15 | 6 | 25
Cc1ccc(NC(=O)CSc2n[nH]c(=O)n2C2CC2)cc1S(=O)(=O)N1CCOCC1 | -5 | -7 | 13 | 5 | 1 | 15 | -4 | -8 | -3 | 1 | 23

(cont.)
SMILES | TWEAK-Fn14 inh | NCOA1 inh | TROY NFkB inh | TLR9-MyD88 inh | ABHD5 PLIN5 PPI | NR5A2 inv ag | Exocytosis inh | NOD2-RIPK2 inh | NCOA2 inhibitor | NR2F2 inh | NCOA3 inh
CC1CN(C(=O)COC(=O)c2cc([N+](=O)[O-])ccc2Cl)CC(C)O1 (stereo unspecified) | -4 | 4 | 2 | 5 | 4 | -13 | 0 | 8 | 0 | -17 | -3
Cc1ccc(S(=O)(=O)C[C@@H]2OC[C@H](CO)N2S(=O)(=O)c2ccc(C)cc2)cc1 | . | . | . | . | -7 | 6 | -2 | -3 | 7 | 9 | .
COc1ccc(CNC(=O)CCNS(=O)(=O)c2ccc(NC(C)=O)cc2)cc1OC | 8 | 8 | 9 | -3 | -4 | 7 | 2 | 4 | 9 | -10 | 1
COc1ccc(/C=N/OC/C(O)=C(\C#N)c2nc3ccccc3[nH]2)cc1OC | -12 | -51 | -1 | -1 | 5 | -4 | 4 | -4 | -22 | 14 | -23
COC(=O)c1sccc1NC(=O)CC1C(=O)NCCN1C(=O)c1ccc(F)cc1 (stereo unspecified) | -13 | -14 | 2 | 7 | 3 | -25 | -2 | -5 | -24 | 21 | 22
C=CCSc1nnc(NC(=O)c2ccc3c(c2)OCCO3)s1 | 44 | -59 | 3 | -3 | -3 | -80 | -6 | 4 | -58 | -20 | -88
CCOc1cc(C(=O)NC(C)CC)cc(OCC)c1OCC (stereo unspecified) | 0 | -2 | -2 | -11 | -2 | 9 | -5 | -5 | 6 | 4 | 13
COc1cccc(CNC(=O)c2c[nH]n3c(=O)c(Cl)c(C)nc23)c1 | -3 | -10 | 14 | 0 | -4 | 7 | -2 | -1 | 13 | 9 | -3
CSc1nc2nc3c(cn2n1)C(=O)CC(c1ccccc1)C3 (stereo unspecified) | 11 | -7 | 9 | 4 | 1 | 9 | -2 | 6 | 7 | 10 | -3
CCOC(=O)N1CCC(N2Cc3cccc(C(=O)Nc4cc(F)ccc4F)c3C2=O)CC1 | 37 | -1 | -7 | -7 | -2 | 12 | -2 | 7 | -7 | 12 | 9
O=C(Nc1ccc2c(c1)OCO2)N1CCN(c2cccc(C(F)(F)F)c2)CC1 | -6 | -22 | -11 | 0 | -1 | -2 | -2 | -2 | 12 | -4 | 0
CC(C)c1ccccc1OS(N)(=O)=O | 6 | -1 | 2 | 2 | -4 | -21 | -1 | -1 | 6 | 3 | 4
OC(CN1CCN(c2ccccc2)CC1)c1c[nH]c2ccccc12 (stereo unspecified) | 7 | 3 | 4 | 3 | -2 | 23 | 0 | -16 | 8 | -14 | 4
CCOC(=O)N1CCC(NS(=O)(=O)c2ccc3c(c2)C(C)(C)C(=O)N3C)CC1 | -12 | -14 | 1 | -1 | -4 | 2 | 0 | -1 | -16 | -5 | -4
COC(=O)/C=C1\OCc2ccccc21 | . | . | . | . | -7 | 5 | 9 | -4 | -24 | -13 | .
O=C(CN1C(=O)C2CC=CCC2C1=O)NCC1COc2ccccc2O1 (stereo unspecified) | -6 | -12 | 11 | -5 | 0 | 8 | 5 | -10 | -19 | 12 | 11
CC(C)CNc1c(N)c(=O)oc2ccccc12 | -1 | -2 | -3 | 5 | -3 | -1 | 2 | -1 | 4 | -7 | 7

Not all compounds are listed. The share of hits here may be higher or lower than overall.
